USP2a inhib: inhibitors of human ubiquitin-specific protease USP2a; 0.1% of 60,000 active; Potency, µM (doses to about 38.3 µM), inactives show top-dose activity change, negative = inhibition, most hits filed as inhibitors; AID 927; O75604; USP2a enzymatic assay, qHTS inhibition;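 note: potency is the fitted concentration of half-maximal effect; nearly all actives have a fitted effect of over 60% in size; plate controls were DMSO for no effect and NEM full inhibition control for full effect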
Target sequence (O75604 whole entry, looked up): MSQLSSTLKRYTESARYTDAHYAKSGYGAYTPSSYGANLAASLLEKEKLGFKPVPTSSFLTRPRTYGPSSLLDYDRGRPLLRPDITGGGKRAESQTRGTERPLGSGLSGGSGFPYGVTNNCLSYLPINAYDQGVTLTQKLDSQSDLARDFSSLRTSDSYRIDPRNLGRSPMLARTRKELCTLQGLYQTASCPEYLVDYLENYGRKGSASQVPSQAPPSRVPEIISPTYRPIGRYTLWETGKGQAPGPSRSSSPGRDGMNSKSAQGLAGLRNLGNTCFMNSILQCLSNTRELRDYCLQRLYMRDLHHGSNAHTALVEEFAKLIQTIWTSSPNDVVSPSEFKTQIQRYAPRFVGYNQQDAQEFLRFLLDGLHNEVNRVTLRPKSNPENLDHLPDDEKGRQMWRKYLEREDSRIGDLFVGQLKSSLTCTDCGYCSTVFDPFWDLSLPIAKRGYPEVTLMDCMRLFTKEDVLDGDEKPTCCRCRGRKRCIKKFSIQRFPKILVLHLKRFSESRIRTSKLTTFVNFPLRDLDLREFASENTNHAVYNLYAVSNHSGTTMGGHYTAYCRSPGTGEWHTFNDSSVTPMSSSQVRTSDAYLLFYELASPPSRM
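USP2 core (20 nM final) was preincubated with compound for 30 min at RT in 20 mM Tris-HCl pH 8.0, 2 mM CaCl2, 2 mM beta-mercaptoethanol; Ub-PLA2 (20 nM) plus NBD C6-HPC (20 uM) then added, fluorescence read after 2.5 h.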
15-hLO inh: 15-hLO (ALOX15) enzyme inhibition. purified 15hLO-1, xylenol orange hydroperoxide absorbance. P16050. Potency, µM (highest dose often 57.1 µM), without a hit: at the highest dose activity change, negative = inhibition, most hits filed as inhibitors. 1.4% of 74,000 active. AID 887; note: potency is the fitted concentration of half-maximal effect; % is set by controls: 0 for no effect and ±100 for the full control effect; nearly all actives have a fitted effect of over 55% in size
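Inhibition is scored from a chromogenic endpoint. After 15 min enzyme-compound contact, arachidonic acid (50 uM final) reacts 6 min with 40 nM 15hLO-1 at room temperature, then Fe-XO reagent is added for 30 min and absorbance ratio recorded.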
CRE-bla Fsk: modulators of forskolin-stimulated CRE signaling in CHO cells | CHO CRE-bla reporter (cAMP response element driving beta-lactamase), forskolin EC10, beta-lactamase ratio | Potency, µM (top dose mostly 38.2 µM), for inactives: at the highest dose activity change, negative = inhibition, hits mostly activators | 2.5% of 71,000 active; active = well fitted activation curve with a large enough effect in the signal ratio, with a control signal flat, not every such curve was filed as active; inconclusive = small, poorly fitted or top-dose-only effect, or effect the other way, or a change in a side signal; the % refers to the signal ratio; note: potency is the fitted concentration of half-maximal effect; % of control where 0% means no effect
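qHTS titration format; CRE-bla CHO reporter; stimulus EC10 NKH 477, a water-soluble forskolin. Read: CCF4 460/530 nm ratio. Potency expressed as AC50 for activators or inhibitors.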
Ub-GFP proteasome: proteasome inhibitors stabilizing ubiquitin-GFP reporter; 67,000 tested, under 10 active; Potency, µM (highest dose often 45.9 µM), for the others: at the top dose activation (GFP accumulation), actives largely listed as activators; Ubiquitin-GFP reporter cells, proteasome inhibition, GFP fluorescence; response scale: untreated = 0%, 10 µM MG-132 = 100%; AID 526; active = well fitted activation curve with a large enough effect, not every such curve was filed as active; inconclusive = small, poorly fitted or top-dose-only effect, or another doubt; inactive = no such curve, though single readings can be large or run the other way; note: potency is the fitted concentration of half-maximal effect
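U2OS Ub(G76V)-GFP reporter; O/N plating, 0.5% FBS; cpd 46 uM–2.9 nM, 4 h, 37 °C; GFP+ cell count, 488/515 nm; norm. to basal vs 10 uM MG-132; CRC fit.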
Hsp90 Hop PPI: changes Hsp90-Hop TPR2A binding signal, up or down. AID 595. AlphaScreen TPR2A-His6 binding biotin-Hsp90 C-terminal peptide. 0.44% of 71,000 active. Potency, µM (highest dose often 57 µM), inactives show top-dose activity change, negative = inhibition; active = well fitted curve in either direction with a large enough effect; inconclusive = small, poorly fitted or top-dose-only effect, or another doubt; note: potency is the fitted concentration of half-maximal effect; % is set by controls: 0 for no effect and ±100 for the full control effect; many of its hits are not listed in these tables
DNA Pol III inh: inhibitors of bacterial DNA polymerase III holoenzyme; AID 603; reconstituted DNA polymerase III holoenzyme replication, biochemical; 0.25% of 71,000 active; Potency, µM (titrated, usually from 57.1 µM), for the others: at the top dose activity change, negative = inhibition; note: potency is the fitted concentration of half-maximal effect; % is set by controls: 0 for no effect and ±100 for the full control effect
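Reconstituted *E. coli* holoenzyme (0.35 nM Pol III, 1 nM beta, 154 nM SSB, 2 nM primase) was preincubated with compound for 15 min at RT. Synthesis on 1.4 nM ssM13Gori ran 35 min, then was stopped with PicoGreen/EDTA and read as dsDNA fluorescence.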
HADH2 inhib: HADH2 (human) dehydrogenase inhibition; Q99714; recombinant HADH2, NADH fluorescence, beta-hydroxybutyryl-CoA; Potency, µM (series often up to 57.1 µM), for the others: at the top dose activity change, negative = inhibition, most hits filed as inhibitors; 3.4% of 73,000 active; AID 886; note: potency is the fitted concentration of half-maximal effect; % is set by controls: 0 for no effect and ±100 for the full control effect; nearly all actives have a fitted effect of over 60% in size; many of its hits are not listed in these tables
Target sequence (Q99714 whole entry, looked up, one chain of several): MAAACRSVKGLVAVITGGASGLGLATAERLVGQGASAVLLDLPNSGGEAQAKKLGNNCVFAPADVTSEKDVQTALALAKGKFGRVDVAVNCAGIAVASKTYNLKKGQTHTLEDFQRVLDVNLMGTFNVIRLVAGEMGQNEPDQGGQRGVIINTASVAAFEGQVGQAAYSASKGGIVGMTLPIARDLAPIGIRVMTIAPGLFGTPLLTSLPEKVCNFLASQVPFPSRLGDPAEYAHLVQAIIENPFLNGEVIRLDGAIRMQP
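NADH fluorescence (ex 360/em 450 nm) read every 30 s for 4 min; activity taken as last-minus-first time point difference. Enzyme 20 nM, NAD+ 1 mM, beta-hydroxybutyryl-CoA 90 uM, pH 9.0 Tris buffer.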
HBB splicing: alters splicing of the hemoglobin beta chain; Potency, µM (highest dose often 46.1 µM), inactives show at the highest dose activation, usual class: activators; 0.06% of 65,000 active; HBB splicing reporter cell assay, activation; EGFP reporter with mutant IVS2-654 intron; response scale: normalised to 500 nM splice-correcting PNA; note: potency is the fitted concentration of half-maximal effect; 0% is about no effect
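HeLa cells stably expressing EGFP interrupted by mutant beta-globin intron 2 (IVS2-654), 500/well in 2% FCS. Treated with compound for 2 days at 37C. Splicing correction scored as total well GFP intensity (488 nm excitation, 500-520 nm emission); 500 nM antisense PNA served as control.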
BRCT inh red: disrupts BRCA1 BRCT binding to phosphoprotein, red fluorophore readout | BRCT-phosphopeptide binding, red fluorescence polarization | Potency, µM (highest dose often 76.9 µM), inactives show at the top dose activity change, negative = inhibition, most hits filed as inhibitors | 0.03% of 75,000 active | P38398; note: % is set by controls: 0 for no effect and ±100 for the full control effect
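Rhodamine-labelled pBACH1 10-mer (100 nM) bound to BRCT domain (100 nM) at pH 7.3; compounds incubated 12 min room temperature, polarization read. Free peptide defines full inhibition; unlabelled decapeptide titrated as control.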
Epigenetic mod: epigenetic modulators derepressing GFP locus in mouse cells. Potency, µM (highest dose often 46.1 µM), without a hit: at the top dose GFP derepression (activation). 0.09% of 68,000 active. mouse C127i GFP locus derepression, cytometry, 30 h; note: % of control where 0% means no effect
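Murine C127i mammary cells carrying a silenced, stably integrated CMV-driven GFP reporter were treated with compound for 30 hours at 37 C. After PBS washes, GFP-positive cells were counted by laser-scanning microplate cytometry.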
BRCT inh green: inhibitors of human BRCA1 BRCT-phosphoprotein interaction (green fluorophore); P38398; BRCA1 BRCT-phosphopeptide binding, green fluorescence polarization; Potency, µM (highest dose often 76.9 µM), without a hit: at the highest dose activity change, negative = inhibition, hits mostly inhibitors; 0.05% of 75,000 active;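 note: potency is the fitted concentration of half-maximal effect; plate controls were peptide without protein for full effect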
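Fluorescence polarization: His-tagged BRCT (~35 kDa BRCA1 C-terminus, 250 nM) bound to 100 nM fluorescein-labeled phosphorylated 10-aa BACH1 peptide, pH 7.3 phosphate buffer with DTT and Tween 20. Compounds incubated 12 min at room temperature; inhibition read as lowered polarization.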
An asterisk follows results filed as active; ? = inconclusive; / = not tested or not shown; [ ] = dose if it differs, or a comment. Unless noted, calls come from the whole dose curve; as a rule, active = well fitted curve in the direction sought with a large enough effect; inconclusive = small, poorly fitted or top-dose-only effect, or another doubt; inactive = no such curve, though single readings can be large; an effect the other way counts as inactive or inconclusive.

SMILES	USP2a inhib	15-hLO inh	CRE-bla Fsk	Ub-GFP proteasome	Hsp90 Hop PPI	DNA Pol III inh	HADH2 inhib	HBB splicing	BRCT inh red	Epigenetic mod	BRCT inh green
c1ccc(CCn2nnnc2CN2CCc3ccccc32)cc1	/	0.6%	-2.5%	-8.0%	-1.7%	9.8%	-14.1%	0.0%[57.5 µM]	0.3%	2.3%	-1.7%
Cc1ccc(Cl)cc1NC(=O)Cn1cc2c(n1)CCCC2	/	3.8%	-7.3%	0.0%	-1.9%	-8.8%	-0.3%	0.3%	-0.6%	-1.3%	-1.0%
Cc1cc(C(=O)Nc2ccccn2)no1	-9.1%	6.4%	-2.4%	-1.3%	-3.9%	-3.7%	0.4%	-1.3%	-1.1%	8.1%	0.3%
Cn1c(=O)n(C)c2cc(S(=O)(=O)NCCc3ccccc3)ccc21	4.9%	2.8%	?	21.0%	-4.4%	-2.8%	6.7%	-0.5%	0.1%	0.4%	-0.2%
O=C(CCC(=O)N1CCN(S(=O)(=O)c2ccccc2)CC1)NC1CCCc2ccccc21 (configuration not stated)	3.8%	-3.8%	-4.9%	1.1%	1.4%	-8.7%	6.6%	0.0%[57.5 µM]	-1.6%	0.0%	-0.2%
CCN(CC)CCOC(=O)c1cccc(Cl)c1	-3.1%	2.8%	-2.1%	0.1%	-0.7%	-6.7%	-1.0%	/	0.6%	-1.0%	0.5%
CC1Cc2ccccc2N1C(=O)C1CCCN1S(=O)(=O)c1ccc(Cl)cc1 (configuration not stated)	3.4%	9.3%	?	0.0%	0.5%	-4.3%	7.1%	2.0%	-0.3%	0.0%	0.3%
O=c1n(Cc2cc3c(cc2Cl)OCO3)c(=O)n2n1CC[C@H]1/C(=N\OCc3ccccc3)[C@H]3O[C@@H]3[C@@H](O)[C@@H]12	/	-2.3%[11.4 µM]	/	/	/	/	-0.3%[11.4 µM]	-1.0%[9.22 µM]	0.2%[15.4 µM]	/	1.1%[15.4 µM]
CCC(C)NC(=O)N[C@@H](Cc1ccccc1)C(=O)O (some centres not stated)	-0.9%	4.7%	23.6%	18.6%	1.1%	1.3%	-0.1%	6.7%[1.84 µM]	0.3%	-2.0%	-5.3%
COC(=O)Cc1c(C)nc2nc(-c3ccco3)[nH]n2c1=O	-8.9%	-0.9%	-4.7%	1.5%	0.5%	-2.6%	-12.7%	-1.0%	-0.9%	3.2%	-4.1%
COC(=O)C(C(=O)NCC1CCCO1)C1CCCCCC1 (configuration not stated)	-1.5%	3.3%	-3.8%	-8.8%	1.4%	-3.4%	-23.5%	-1.8%	0.3%	0.2%	-1.2%
COc1ccc(Oc2coc3c(CN(C)C)c(O)ccc3c2=O)cc1	-2.2%	-0.9%	-0.8%	-3.1%	-5.0%	2.9%	-24.7%	1.1%	-0.1%	0.0%	-1.3%
CCOC(=O)N1CCN(C(=O)c2c(-c3ccccc3)noc2C)CC1	/	6.2%	-3.3%	16.8%	-6.1%	3.0%	2.0%	0.8%	0.9%	-1.6%	-1.6%
COCCn1c(=S)[nH]c2cc(C(=O)N3CCN(c4ccccc4OC)CC3)ccc2c1=O	27.7%	3.4%	?	/	0.3%	-12.3%	-6.2%	2.9%[0.369 µM]	-1.0%	0.0%	-2.1%
COc1cc(OC)c(C(=O)Oc2ccc3c(c2)OCO3)cc1OC	2.0%	10.1%	?	0.0%	-1.4%	0.0%	4.9%	-1.4%	-0.8%	0.0%	-1.8%
CN1C(=S)SC(C)(C)C1NO (configuration not stated)	-6.4%	13.9%	-6.9%	-0.9%	-0.9%	2.0%	-7.4%	5.8%[0.369 µM]	0.5%	0.0%	-4.4%
C=CC[C@@H](C(=O)O)c1ccccc1	/	0.7%[11.4 µM]	9.3%[7.6 µM]	-1.4%[9.17 µM]	-4.3%[11 µM]	-2.4%[11.4 µM]	-0.3%[11.4 µM]	5.4%[9.22 µM]	-2.6%[15.4 µM]	0.0%[9.22 µM]	-0.2%[15.4 µM]
C/C(Cl)=C/Cn1c(SC(C)C)nc2c1c(=O)[nH]c(=O)n2C	-0.6%	?	7.94µM*	2.9%	0.6%	-5.2%	?	-0.3%	0.1%	-2.3%	2.9%
CCOc1ccccc1N1CCN(C(=O)c2ccccc2)CC1	1.0%	-9.9%	-5.5%	-7.2%	-3.3%	-3.5%	-0.7%	-1.3%	-2.1%	2.6%	-0.7%
CS(=O)(=O)N(CC(=O)N1CCOCC1)c1ccc2c(c1)OCO2	-1.8%	-3.9%	-3.9%	-4.8%	-1.2%	-7.0%	-10.2%	-0.1%	-2.5%	0.0%	-3.8%
Nc1nnc(CCC2CCCCC2)s1	-3.9%	-0.6%	2.9%	7.4%	-3.7%	0.3%	-3.4%	1.0%	-0.9%	2.0%	0.4%
O=C(c1ccncc1)N1CCC2(CC1)CCN(c1ccc(-c3ccccc3)cc1)CC2	45.9%[activator]	-3.6%	-5.0%	4.4%	-5.4%	-3.8%	7.0%	-2.8%	-1.6%	0.0%[9.22 µM]	-8.0%
CC(=O)NC(CCS(C)(=O)=O)C(=O)Nc1cccc2ccccc12 (configuration not stated)	/	11.1%	18.8%	5.9%	-2.2%	-4.9%	?	-0.9%	1.4%	/	-3.4%
Cc1cc(C)c2c(N)c(C(=O)N3CCN(c4ncccn4)CC3)sc2n1	4.4%	-2.2%	12.6µM*	2.7%	0.3%	1.5%	-1.5%	-1.9%[57.5 µM]	0.5%	2.6%	-2.2%
O=C(O)CCCC(=O)N(Cc1ccccc1)Cc1ccccc1	4.9%[7.66 µM]	4.0%[11.4 µM]	?	3.1%[9.17 µM]	-0.1%[11 µM]	-6.5%[11.4 µM]	1.7%[11.4 µM]	0.8%[0.0738 µM]	0.3%	3.1%	0.5%
Cc1c(NC(=O)Cn2nc(C(F)(F)F)c3c2CCCC3)c(=O)n(-c2ccccc2)n1C	3.9%	2.8%	-10.7%	3.5%	-8.7%	-8.1%	-0.2%	-0.9%	-0.1%	-1.7%	-0.4%
CCOC(=O)Cn1nnc(-c2ccc(S(C)(=O)=O)cc2)n1	-6.7%	2.6%	-0.7%	2.1%	-0.5%	-3.6%	5.7%	4.7%	1.9%	0.0%	0.8%
O=C(NCC1OCCc2ccccc21)c1ccco1 (configuration not stated)	4.8%	0.4%	2.1%	-16.0%	-1.3%	-2.6%	-9.6%	-0.6%	-0.1%	-4.9%	-0.7%
CCCN(CCC)c1nc(C)cc(C(C#N)c2nc3ccccc3o2)n1 (configuration not stated)	1.3%	9.8%	1.58µM*	0.4%	6.5%	5.8%	5.7%	-1.9%	1.4%	1.1%	3.3%
Cn1nnnc1SCC(=O)N1c2ccccc2Sc2ccccc21	10.4%	4.3%	-15.1%	-0.9%	-1.8%	-3.2%	6.3%	1.6%	-1.1%	0.0%	0.9%
CCC(=O)N1CCc2cc(S(=O)(=O)CCC(=O)NCCC3=CCCCC3)ccc21	8.2%	-1.8%	?	2.2%	-6.0%	-3.1%	0.8%	0.2%	0.4%	1.3%	-0.3%
Cc1ccc(Nc2nnc(SCc3cc(=O)n4ccsc4n3)s2)c(C)c1	31.8%[activator]	-20.4%	?	-3.7%	-8.4%	-11.7%	8.8%	0.2%	-1.1%	4.1%	-2.4%
CC(Sc1ncc(C#N)c(N)n1)C(=O)Nc1ccccc1 (configuration not stated)	2.4%	-6.0%	?	3.0%	-4.4%	-1.7%	-6.2%	/	-0.7%	0.0%	0.1%
CN1CCN(c2cc(=O)n(-c3ccc(Cl)cc3)c(=O)[nH]2)CC1	/	-1.7%	-6.9%	9.4%	0.3%	-7.7%	-18.9%	-0.4%	-2.4%	/	-3.0%
CN(C)c1ccc(C2NCCS2)cc1 (configuration not stated)	4.0%	-8.4%	-10.1%	1.3%	-2.6%	0.2%	-25.0%	0.6%[57.5 µM]	0.5%	1.9%	-1.9%
O=C1CC(c2ccccc2)C(C(=O)Nc2ccccc2F)N1 (configuration not stated)	/	-1.6%	-9.2%	-6.2%	-4.7%	2.9%	-3.4%	0.5%	1.3%	4.7%	-0.3%

High-throughput results: PubChem BioAssay, National Center for Advancing Translational Sciences (NCATS)

These rows are one share of the data (hit frequency here may not be typical).
